dFosB act: activators of delta FosB homodimer, primary screen, biochemical, fluorescence polarization, TAMRA-CDK5 oligo, single point; activation, % at 25 µM; AID 493131, 2011; purified delta FosB; percent of positive-control signal above neutral wells; hit rate 0.99% among 340,000;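 active means mean activation above about 17%, with every replicate also reaching it, limit read from the data, passing the limit was not always enough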;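 further: fluorescence polarization rise as delta FosB binds a TAMRA Cdk5 AP-1 oligo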
Target sequence (P13346 whole entry, looked up): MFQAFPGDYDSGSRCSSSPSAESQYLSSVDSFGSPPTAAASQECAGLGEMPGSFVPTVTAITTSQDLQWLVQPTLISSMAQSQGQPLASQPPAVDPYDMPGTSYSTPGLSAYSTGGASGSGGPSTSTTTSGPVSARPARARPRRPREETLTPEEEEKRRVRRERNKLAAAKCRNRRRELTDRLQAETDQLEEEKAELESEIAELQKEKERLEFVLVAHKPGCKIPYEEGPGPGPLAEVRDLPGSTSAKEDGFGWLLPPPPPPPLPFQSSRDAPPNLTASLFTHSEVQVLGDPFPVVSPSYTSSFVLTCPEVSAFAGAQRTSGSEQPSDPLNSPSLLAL
cardiac RTF act: cardiac RTF calcium sensitivity activators, primary screen, biochemical, IANBD-TnC fluorescence, EC20 calcium | activation, % at 7.2 µM | IANBD-labeled TnC RTF fluorescence at EC20 calcium; 0% EC20 calcium, 100% full calcium | hit rate 0.24% among 340,000;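 active means activation above the mean over all tested compounds plus 3 SD, cut at about 30% in these data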;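 further: rise in fluorescence read as greater calcium sensitivity of cardiac thin filaments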
MITF TRPM1 HTS: activators of MITF-driven TRPM1 promoter reporter, primary screen, cell-based, SK-MEL-5, luciferase, single point; SK-MEL-5 TRPM1-promoter luciferase, 24 h; % of positive control, neutral wells = 0; activation, % at 12.5 µM; hit rate 0.75% among 300,000;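 active means mean activation of at least 80% with every replicate also reaching 80%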;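 further: 0% = neutral control wells and 100% = parthenolide positive control wells; values of inactives mirror those of a sister screen read the other way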
SR-BI DiI-HDL act: activators of SR-BI mediated DiI-HDL uptake, primary screen, ldlA[mSR-BI] CHO cells, DiI fluorescence. 3 h; 100 = double the neutral-control signal. activation, % at 12.5 µM. hit rate 0.096% among 320,000. AID 504775, 2011;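 active means mean replicate activation of at least 60% and every replicate at or above 60%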;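 further: 0% = median plate neutral-control signal and 100% = twice that signal; values of inactives mirror those of a sister screen read the other way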
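Assay system: CHO ldlA[mSR-BI] cells, LDL receptor-null, SR-BI overexpressing; medium: Ham's F12 with 0.5% BSA, HEPES 25 mM, pH 7.4; also added: DiI-HDL 10 µg/mL; timing: 3 h uptake period with compound, 37 °C; signal: DiI fluorescence, bottom read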
CDK5 inh: inhibitors of human CDK5/p35 kinase, primary screen, biochemical, single concentration | Recombinant CDK5/p35, ADP-Glo luminescence, 60 min | inhibition, % at 10 µM | hit rate 0.01% among 330,000 | AID 488839, 2010;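 active means highest replicate inhibition of at least 50% and at least 75% of replicates reaching 50%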;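 further: plate controls were DMSO neutral control for no effect and GW8510 at 10 µM for full effect; many of its hits are not listed in these tables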
PvdQ acylase: P. aeruginosa PvdQ acylase inhibitors, primary screen, biochemical, fluorescence, plate reader and imaging, single point. PvdQ acylase [Pseudomonas aeruginosa LESB58]. purified PvdQ acylase. inhibition, % at 10 µM. hit rate 0.063% among 340,000; in the data active means inhibition above about 30%, passing the limit was not always enough;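 further: 0% = vehicle neutral wells and 100% = reference inhibitor wells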
Rtt109 HAT inh: inhibitors of C. albicans Rtt109/Vps75 HAT, primary screen, biochemical, ThioGlo CoA-SH fluorescence, plate reader; Histone acetyltransferase RTT109 (Candida albicans (strain SC5314 / ATCC MYA-2876)), …; purified Rtt109/Vps75, 4 h; inhibition, % at 34.9 µM; hit rate 0.16% among 330,000; AID 540336, 2011;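 active means inhibition of at least 50% in every replicate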
Target sequence (Q5AAJ8 whole entry, looked up): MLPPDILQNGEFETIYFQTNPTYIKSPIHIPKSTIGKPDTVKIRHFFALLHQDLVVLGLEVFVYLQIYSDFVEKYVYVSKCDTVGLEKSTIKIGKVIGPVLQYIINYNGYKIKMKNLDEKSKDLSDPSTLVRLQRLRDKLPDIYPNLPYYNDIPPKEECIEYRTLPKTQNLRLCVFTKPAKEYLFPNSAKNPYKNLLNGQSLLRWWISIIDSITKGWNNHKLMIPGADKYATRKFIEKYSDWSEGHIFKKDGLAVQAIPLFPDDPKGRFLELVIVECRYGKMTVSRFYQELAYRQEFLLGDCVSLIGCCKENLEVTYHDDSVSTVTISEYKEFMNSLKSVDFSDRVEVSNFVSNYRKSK
HTR5A ag ctr: HTR5A agonists in luminescence cell assay, primary screen, counter-screen for OPRM1-OPRD1 heterodimer agonist project, full-deck HTS | AID 504692, 2011 | cell-based | activation, % at 9.3 µM | 5-hydroxytryptamine receptor 5A (Homo sapiens), P47898 | hit rate 0.61% among 340,000; in the data active means activation mostly above about 9.5%, no sharp cut-off; inactive means mostly below about 7.6%;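 further: 0% = cells with vehicle only and 100% = reference agonist; strong numbers were not always called active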
Target sequence (P47898 whole entry, looked up): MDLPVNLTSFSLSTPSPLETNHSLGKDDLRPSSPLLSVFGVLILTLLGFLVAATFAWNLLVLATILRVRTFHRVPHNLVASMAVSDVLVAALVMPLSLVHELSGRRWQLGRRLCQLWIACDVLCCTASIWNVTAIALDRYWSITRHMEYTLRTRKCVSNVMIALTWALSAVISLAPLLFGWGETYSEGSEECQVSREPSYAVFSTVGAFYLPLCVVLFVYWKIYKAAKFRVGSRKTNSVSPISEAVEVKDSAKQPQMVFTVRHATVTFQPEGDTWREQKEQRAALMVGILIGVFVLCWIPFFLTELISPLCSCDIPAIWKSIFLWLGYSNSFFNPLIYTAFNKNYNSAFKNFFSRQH
Wnt bcat act: Wnt/beta-catenin pathway activators, primary screen, cell-based, plate reader, single point; Wnt/beta-catenin reporter cell assay, activator; activation, % at 9.35 µM; hit rate 1.2% among 300,000; in the data active means activation above about 30%, passing the limit was not always enough;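 further: 0% = neutral control wells and 100% = positive control wells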
SR-BI DiI inh: inhibitors of SR-BI mediated HDL lipid uptake, primary screen, ldlA[mSR-BI] cells, fluorescence, single point; Scavenger receptor class B member 1 (Mus musculus), Q61009; ldlA[mSR-BI] CHO cells, DiI-HDL uptake fluorescence, 3 h; inhibition, % at 12.5 µM; hit rate 0.96% among 320,000; AID 488896, 2010;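 active means mean replicate inhibition of at least 70% and a set share of replicates each scoring 70 or more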;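 further: 0% = median of neutral control wells and 100% = median of positive control wells; values of inactives mirror those of a sister screen read the other way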
An asterisk follows results filed as active; nt = not tested or not shown.

SMILES	dFosB act	cardiac RTF act	MITF TRPM1 HTS	SR-BI DiI-HDL act	CDK5 inh	PvdQ acylase	Rtt109 HAT inh	HTR5A ag ctr	Wnt bcat act	SR-BI DiI inh
O=C1CCCC(=O)C1CS(=O)(=O)c1ccccc1	5	4	2	25	0.6	19	15	4	0	-25
Cc1cc(=O)oc(C)c1C(=O)Nc1ccc(Cl)cn1	-6	2	9	5	0.5	-9	-2	-3	-5	-5
CC(N)=Nc1ccc([N+](=O)[O-])cc1	4	2	13	-10	0.4	-7	-1	1	nt	10
O=C(c1cccc([N+](=O)[O-])c1)N1CCCC(C(=O)N2CCCCCC2)C1 (configuration not stated)	1	6	-3	-8	-1.4	7	-6	0	3	8
CON(C)S(=O)(=O)c1cccc(C(=O)N(CC(=O)Nc2ccccc2C(F)(F)F)Cc2ccco2)c1	-6	6	-4	-10	-0.2	-15	-4	6	-5	10
Cc1ccc(-c2noc(CCC(=O)Nc3ccc4c(c3)OCO4)n2)cc1	-2	-3	1	2	-0.3	8	3	-3	nt	-2
CCOC(=O)C1=C(N)Oc2cc(O)ccc2C1c1cccnc1 (configuration not stated)	-7	4	nt	5	-0.3	-2	-6	-1	1	-5
CC(NC(=O)c1ccccc1C(=O)O)c1ccc(-n2ccnc2)cc1 (configuration not stated)	-2	-3	-12	9	0.6	-12	-4	-1	0	-9
Cc1ccc(S(=O)(=O)N(Cc2n[nH]c(=S)n2-c2ccccc2)c2ccccc2)cc1	-15	-3	8	nt	0.1	-10	11	0	4	nt
CCOC(=O)C(=O)Nc1ccccc1C#N	-2	-6	-6	6	-0.4	-5	nt	-1	nt	-6
N#CCSc1nc2ccc(N3CCCCC3)cc2c(=O)n1Cc1ccccc1	-7	0	34	16	0.2	3	15	1	nt	-16
Nc1nnc(CC(=O)N/N=C/c2ccccc2OCc2ccccc2F)s1	-12	4	nt	-23	0.4	-11	4	-3	7	23
COc1ccccc1/C=C/C(=O)NC(=S)NC(C)C	-14	-5	0	-63	-0.2	-6	2	3	-1	63
Cn1c(Cn2c(=O)sc3ccccc32)nnc1SCC(=O)Nc1cccc(F)c1	5	-3	nt	-5	2.1	-16	-5	-3	0	5
CN1CCCC(OC(=O)c2ccc(Cl)cc2)C1 (configuration not stated)	1	3	nt	44	0.5	0	-18	1	2	-44
S=C(Nc1ccccc1Cl)N(Cc1cccnc1)Cc1ccco1	-2	7	0	-16	-0.4	-14	3	4	0	16
Cc1ccc(F)cc1NC(=O)C1CCN(c2cnccn2)CC1	-9	0	nt	11	0.2	-7	1	0	-4	-11
COc1cccc(CNCCSc2nnnn2C)c1	-3	-2	6	60*	-0.7	-12	-19	1	nt	-60
COc1ccc(NC(=O)c2csc(C)c2)cc1OC	-1	-2	20	-9	-1.6	-2	-3	-3	8	9
Cc1ccc(Cl)cc1N(CC(=O)NC1CCCC1)C(=O)c1csnn1	0	-7	-1	22	1.0	-14	-5	5	0	-22
Cn1c(CSc2nc3ccccc3s2)nnc1SCC(=O)NCc1cccnc1	4	2	nt	-8	-1.6	-10	-3	0	nt	8
CN(CC1COCCO1)C(=O)c1cc(COc2c(F)cccc2F)on1 (configuration not stated)	-3	3	26	5	0.1	7	20	5	7	-5
Cc1ccc(NC(=S)NC2CCCCC2)cc1S(=O)(=O)N(C)C	-8	3	1	-28	-2.1	-10	15	5	7	28
Cc1ccc(-c2nnn(CC(=O)N3CCN(c4ccccc4)CC3)n2)o1	-3	3	4	-3	-0.3	6	29	-3	0	3
O=C(Nc1ccc(Cl)c(Cl)c1)C1CCN(C(=O)c2ccco2)CC1	-13	-2	4	3	-1.3	-13	0	-2	4	-3

3 entries already listed, ordered by heavy-atom count, highest first.
SMILES	dFosB act	cardiac RTF act	MITF TRPM1 HTS	SR-BI DiI-HDL act	CDK5 inh	PvdQ acylase	Rtt109 HAT inh	HTR5A ag ctr	Wnt bcat act	SR-BI DiI inh
Cn1c(CSc2nc3ccccc3s2)nnc1SCC(=O)NCc1cccnc1	4	2	nt	-8	-1.6	-10	-3	0	nt	8
CC(NC(=O)c1ccccc1C(=O)O)c1ccc(-n2ccnc2)cc1 (configuration not stated)	-2	-3	-12	9	0.6	-12	-4	-1	0	-9
COc1cccc(CNCCSc2nnnn2C)c1	-3	-2	6	60*	-0.7	-12	-19	1	nt	-60

Continued.
SMILES	dFosB act	cardiac RTF act	MITF TRPM1 HTS	SR-BI DiI-HDL act	CDK5 inh	PvdQ acylase	Rtt109 HAT inh	HTR5A ag ctr	Wnt bcat act	SR-BI DiI inh
COc1ccc(N(CC(=O)NC2CCCC2)C(=O)CCC(=O)Nc2cc(C)on2)cc1OC	-6	-6	-2	-6	-2.5	-6	2	1	-2	6
CCC(=O)N1CCN(c2ccccc2NC(=O)COc2cccc(C)c2)CC1	-3	-1	-1	-29	-0.7	-2	-2	-4	-8	29
Cc1nc2ccc(NC(=O)c3oc4ccc(F)cc4c3C)cc2s1	-5	3	7	-15	0.3	15	-2	-3	nt	15
O=C(CCCOc1ccccc1)NC(=S)Nc1ccccc1	-4	10	9	-10	1.0	-19	5	6	-2	10
CC(C)(C)OC(=O)NCCCCCc1nnc(SCC(N)=O)o1	-6	-3	-7	9	-2.5	-11	0	1	-7	-9
CCN(C(=O)COC(=O)c1ccc(OC)c(S(=O)(=O)N(C)Cc2ccccc2)c1)C1CCS(=O)(=O)C1 (configuration not stated)	-15	-5	4	-61	1.6	3	37	5	2	61
CCOC(=O)C(Cc1ccc(NC(C)=O)cc1)N1C(=O)c2ccccc2C1=O (configuration not stated)	-5	1	6	9	-0.3	-16	5	1	2	-9
CCN1/C(=C2/SC(=S)N(NC(C)=O)C2=O)Sc2ccc(OC)cc21	-17	-4	nt	-14	-0.6	1	-1	-3	-1	14
O=C(NCCCO)C(=O)NCCc1ccc(Cl)cc1	2	8	0	-5	-0.9	-1	14	4	-4	5
COc1cc(-c2onc3ccc(Br)cc23)cc(OC)c1OC	-7	3	-5	-16	-0.3	-12	4	2	-2	16
CC(C)(C)NC(=O)CN1CCCN(C(=O)c2cccc(S(=O)(=O)N3CCc4ccccc43)c2)CC1	-12	1	-4	-36	-2.4	-13	-6	-1	-3	36
Cc1c(NC(=O)C2CCCCN2S(=O)(=O)c2ccc(Cl)cc2)c(=O)n(-c2ccccc2)n1C (configuration not stated)	-5	1	2	-1	-0.4	1	4	2	0	1
COc1ccc(CNC(=O)COC(=O)c2ccc(F)c(S(=O)(=O)N3CCOCC3)c2)cc1	-16	-1	0	-7	1.7	-17	3	3	-3	7
CC1C=CCC2C(=O)N(c3cccc(C(=O)Nc4ccc(F)cc4)c3)C(=O)C12 (configuration not stated)	-8	-1	-2	-37	-9.1	-24	14	2	-2	38
COc1cccc2cc(-c3cn4cccc(C)c4n3)c(=O)oc12	3	-4	40	-20	-3.3	-3	-6	-4	23	20
Cc1ccc(NC(=O)COC(=O)CCn2c(C)csc2=O)cc1S(=O)(=O)N1CCOCC1	-1	5	5	-3	0.5	-13	-1	-14	-1	3
NC1=NC[C@H](Cc2ccccc2)N1CCc1cccc(F)c1	7	-2	15	5	0.5	-6	1	4	-5	-5
Cc1cccc(NC(=O)Cn2c(=O)oc3ccccc32)c1	6	2	-6	13	0.1	-16	4	-2	-6	-13
CN1CCN(S(=O)(=O)c2ccc(Oc3ccc(F)c(Cl)c3)nc2)CC1	-3	0	9	24	-0.7	-10	1	-4	-2	-24
O=C(CN(C(=O)CCC(=O)Nc1nccs1)c1ccccc1F)NCc1ccccc1	-4	-1	4	-3	-0.7	-4	-5	-5	1	3
O=C(NCc1cccc(Cl)c1)NC(=O)c1csc([N+](=O)[O-])c1	-4	1	nt	5	-1.4	-13	0	4	0	-5
O=S(=O)(Nc1nc2ccccc2nc1Cl)c1ccccc1C(F)(F)F	-8	-5	3	5	1.0	-10	6	2	-1	-5
COc1cccc(-c2cc(C(F)(F)F)n3ncc(S(=O)(=O)c4ccccc4)c3n2)c1	-6	-3	nt	2	-0.1	-15	1	-1	nt	-2
N#Cc1ccc(NC(=S)NC(=O)C2CCCCC2)cc1	-13	-5	9	-26	0.2	-4	-4	-3	2	26
CC(=O)Nc1ccc(NC(=O)CSc2nnc(-c3ccco3)n2Cc2ccco2)cc1	-1	-8	-10	21	-1.7	-11	-3	0	nt	-21
(more compounds)
SMILES	dFosB act	cardiac RTF act	MITF TRPM1 HTS	SR-BI DiI-HDL act	CDK5 inh	PvdQ acylase	Rtt109 HAT inh	HTR5A ag ctr	Wnt bcat act	SR-BI DiI inh
Cc1cccn2c(=O)c3cc(C#N)c(=N)n(CCN4CCOCC4)c3nc12	-1	7	6	-9	0.7	-8	4	-2	-5	9
Cc1ccc(NC(=O)c2ncn(CCCNCC3CCCO3)n2)cc1C (configuration not stated)	-7	-3	11	13	0.3	-2	3	5	-3	-13
CC(=O)Oc1ccc2c(=O)oc(-c3ccccc3)nc2c1	-5	6	nt	-19	0.1	-7	-8	1	3	19
COc1ccc(CN(C)CCc2ccccn2)c(OC)c1OC	-5	-5	nt	11	-2.0	-3	5	-2	nt	-11
COc1cccc(N2CCN(C(=O)C3CCCN(S(=O)(=O)c4ccc5c(c4)oc(=O)n5C)C3)CC2)c1 (configuration not stated)	-9	0	-19	11	1.0	1	-1	3	-10	-11
Cc1cc(C)c(C)c(OCC(O)CN2CCN(c3ccccn3)CC2)c1 (configuration not stated)	-12	3	-1	-9	nt	-10	1	0	0	9
COC(=O)COc1ccc(C2NC(=O)NC(c3ccccc3)=C2C(C)=O)cc1OC (configuration not stated)	-8	-4	-7	-5	-2.3	4	2	6	nt	5
O=C(NC(=S)Nn1cnc2c(cnn2-c2ccccc2)c1=O)c1ccc(Oc2ccccc2)cc1	-3	-8	-9	-3	1.2	-12	-1	3	-1	3
Cc1ccc(-c2nnn(CCC(=O)Nc3ccc4c(c3)OCO4)n2)cc1	-3	10	-1	11	5.8	-20	8	6	0	-11
COc1ccc(N(CC(=O)Nc2cccnc2)S(=O)(=O)c2ccccc2)cc1OC	-9	2	6	-13	1.6	-6	2	0	1	13
COc1ccccc1-c1ccc(=O)n(CC(=O)NC(C)(C)C)n1	-1	4	5	2	-1.6	6	-8	1	-1	-2
CCN(CC)C(=O)Cn1cnc2sc(C(=O)Nc3cc(OC)c(OC)c(OC)c3)c(C)c2c1=O	-3	-4	-1	-13	-0.6	-8	4	6	-3	13
CCC(C)Nc1nc(N)c([N+](=O)[O-])c(N2CCCCCC2)n1 (configuration not stated)	-7	-5	2	10	7.5	-6	-6	0	1	-10
COc1ccc(S(=O)(=O)N2CCc3ccccc32)cc1C(=O)N(CC(C)C)C1CCS(=O)(=O)C1 (configuration not stated)	-12	2	5	13	-2.7	-15	3	-6	5	-13
COc1ccc(OC)c(S(=O)(=O)NCC(c2ccc(F)cc2)N2CCN(C)CC2)c1 (configuration not stated)	-4	5	0	-12	-0.4	-6	-10	2	-1	12
